Hep lipid drop – modulators of hepatic lipid droplet formation; AML12 mouse hepatocytes, oleate lipid droplets, BODIPY imaging; inhibition, % at 6.5 µM; 0.4% of 240,000 active;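 active means lipid droplet intensity inhibited by at least 50%, with more than 500 cells counted; inconclusive means wells with under 300 cells, treated as cytotoxic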
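Assay system: AML12 mouse liver cells | Compound dosing: One dose, 6.5 µM compound | Read-out basis: Droplet intensity reduction, % inhibition | Measured by: Fluorescence imaging, 20x objective, two fields per well | Schedule: Overnight treatment with compound plus oleate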
GPR35 antagonists – inhibition of zaprinast-stimulated GPR35 beta-arrestin translocation – imaging, U2OS, beta-arrestin-GFP, zaprinast agonist, primary screen (AID 2058) | U2OS GPR35 beta-arrestin-GFP translocation imaging, zaprinast antagonism; higher % means a stronger effect | inhibition, % at 10 µM; hits with a dose series show IC50 in µM | 0.052% of 290,000 active;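 active means inhibition of at least 50% with at least 30 cells and total cytoplasm GFP at most 10,000,000; inconclusive means under 30 cells or total GFP of 10,000,000 plus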
GPR55 activation – GPR55 agonists via beta-arrestin recruitment, primary screen, imaging, U2OS cells, beta-arrestin-GFP redistribution (AID 1961) | U2OS GPR55 beta-arrestin-GFP redistribution imaging; higher % means a stronger effect | one-dose activation, % at 10 µM; EC50 in µM for titrated hits | 0.048% of 290,000 active;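 active means activation above 40% with more than 50 cells counted in the well; inconclusive means wells holding fewer than 50 cells, flagged as toxic or sparse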;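 further: U2OS osteosarcoma cells stably expressing GPR55 and beta-arrestin-GFP; plate controls were DMSO negative control for no effect and LPI positive control for full effect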
GPR55 LPI antagonism – GPR55 antagonists blocking LPI-driven arrestin recruitment, primary screen, imaging, U2OS, beta-arrestin-GFP, LPI agonist (AID 2013); U2OS GPR55 beta-arrestin-GFP translocation imaging, LPI antagonism; higher % means a stronger effect; one-dose inhibition, % at 10 µM; IC50 in µM for titrated hits; 0.13% of 290,000 active;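 active means spots per cell inhibited over 60%, with over 100 cells counted and total cytoplasm intensity under 500,000; inconclusive means wells with under 100 cells, flagged as likely toxic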;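 further: U2OS cells stably carrying GPR55 and arrestin-GFP stimulated by 5 µM LPI near EC80; imaged beta-arrestin-GFP aggregate spots per cell after agonist stimulation; plate controls were LPI-stimulated DMSO wells for no effect and DMSO wells without LPI for full effect; some results filed as inactive read as strong as hits; confirmed hits need IC50 under 10 µM and bright autofluorescent wells are also inconclusive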
Large T inhibition – SV40 large T antigen inhibitors, biochemical (AID 1903). 0.39% of 310,000 active. SV40 large T antigen ATPase/helicase inhibition assay; higher % means a stronger effect. inhibition, % at 20 µM, or IC50 in µM where a hit was titrated; in the data active means a potency from the dose series; inconclusive means inhibition mostly from about 32% at the one dose, without a potency; inactive means the rest, 99 in 100 with inhibition below about 32%; further: strong numbers were not always called active
LYP inhibition – inhibitors of LYP phosphatase, biochemical, fluorescence intensity, uHTS (AID 1779); inhibition, % at 11.5 µM; hits with a dose series show IC50 in µM; 0.054% of 290,000 active; recombinant LYP phosphatase, fluorescence intensity; higher % means a stronger effect; in the data active means inhibition above about 50%;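 further: plate controls were vehicle with enzyme for no effect and no enzyme for full effect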
NTR1 agonist – agonists of NTR1, primary screen, imaging, U2OS cells, beta-arrestin-GFP, high content (AID 493036); P30989; NTR1-U2OS beta-arrestin-GFP spot imaging, agonist mode; activation, % at 20 µM; 0.17% of 330,000 active;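 active means activation at or above 40% of the spot to cytoplasm intensity ratio, with at least 20 cells analyzed; inconclusive means wells under 20 cells, flagged as cytotoxic or low count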;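 further: 0% = DMSO without peptide and 100% = 100 nM NTR1 peptide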
Target sequence (P30989 whole entry, looked up): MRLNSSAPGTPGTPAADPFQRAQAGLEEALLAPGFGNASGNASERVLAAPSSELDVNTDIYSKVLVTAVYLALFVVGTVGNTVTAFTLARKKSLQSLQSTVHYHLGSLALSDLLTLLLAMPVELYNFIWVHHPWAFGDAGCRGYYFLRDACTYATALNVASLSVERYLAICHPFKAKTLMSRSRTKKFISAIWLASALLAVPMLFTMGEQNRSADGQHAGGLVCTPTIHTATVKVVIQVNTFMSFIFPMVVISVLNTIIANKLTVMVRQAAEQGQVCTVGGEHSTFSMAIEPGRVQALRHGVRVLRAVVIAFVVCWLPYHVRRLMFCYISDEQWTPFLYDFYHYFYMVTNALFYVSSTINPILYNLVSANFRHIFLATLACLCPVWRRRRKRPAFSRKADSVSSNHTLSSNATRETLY
MgcRacGAP inhibition – MgcRacGAP GTPase-activating activity inhibitors, confirmation, biochemical, ADP Hunter fluorescence; MgcRacGAP-stimulated Rac1 GTP hydrolysis, ADP Hunter fluorescence; higher % means a stronger effect; GST-tagged Rac1 F28L mutant substrate; one-dose inhibition, % at 30 µM; IC50 in µM for titrated hits; 0.6% of 340,000 active;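 active means first-screen hits whose inhibition reached a set limit at any dose in the follow-up dose series; inconclusive means inhibition above the set first-screen limit but never retested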;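 further: fluorescence reports GDP produced by GAP-driven GTP hydrolysis; strong numbers were not always called active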
T cell modulator – modulates CD8 T cell binding to vesicles; 2C CD8+ T cell-vesicle binding, flow cytometry; active compounds read low; calls only at 7 µM; 0.068% of 330,000 active; AID 2052;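 active means response, share of CD8 T cells binding vesicles, and their 90th percentile fluorescence all below set limits, cut at about 80% in these data, passing the limit was not always enough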
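incubation = binding step 1.5 h, 37 °C, antibody labelling 20 min, ice | test system = 2C mouse CD8+ T cells | read-out basis = percent CD8+ FL2 mean versus row control | controls = Peptide-free naked vesicles (low) and QL9 vesicles with 0.7% DMSO vehicle (high) | detection = flow cytometry of vesicle-bound cells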
Hep lipid drop cells 6.5 µM – recorded beside Hep lipid drop, whose call it bears; cell count; measured here: cell count, cytotoxicity flag;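 cells counted across two imaged fields per well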
T cell modulator vesicle-bound % – second read-out of T cell modulator, no call of its own (marks repeat the call); double positive events, %; measured here: CD8+ vesicle-bound cell fraction;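 binding gate set so that unloaded-vesicle control wells show 10% double positive cells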
NTR1 agonist cell count 20 µM – also measured in NTR1 agonist; calls as there; cell count; measured here: cell count, cytotoxicity flag
Active calls of the source: *. Not a hit list; overall some 1.8% were active at least once.

Screening CC(=O)c1ccc(N2Cc3ccccc3C2=NC(=O)c2cccs2)cc1 returned Hep lipid drop -1, GPR35 antagonists 16%, GPR55 activation 0.2%, GPR55 LPI antagonism 5%, Large T inhibition 10%, LYP inhibition 2%, NTR1 agonist 1.6, MgcRacGAP inhibition 8%, T cell modulator inactive, Hep lipid drop cells 6.5 µM 694, T cell modulator vesicle-bound % 18 and NTR1 agonist cell count 20 µM 65.
`Oc1c(Cl)cc(Cl)cc1/C=N/c1nccs1` gave Hep lipid drop -4, GPR35 antagonists -10%, GPR55 activation 0.5%, GPR55 LPI antagonism -12%, Large T inhibition 6%, LYP inhibition -6%, NTR1 agonist 3.2, MgcRacGAP inhibition 13%, T cell modulator inactive, Hep lipid drop cells 6.5 µM 718, T cell modulator vesicle-bound % 27 and NTR1 agonist cell count 20 µM 38.
Screening CCCCn1c(N)c(N(CCOC)C(=O)c2ccc(Br)o2)c(=O)[nH]c1=O returned Large T inhibition 12%, NTR1 agonist -0.5, MgcRacGAP inhibition 3%, T cell modulator inactive, T cell modulator vesicle-bound % 2 and NTR1 agonist cell count 20 µM 61.
Screening O=C(CCC(=O)N1CCc2ccccc21)Nc1ccccc1 returned Hep lipid drop 0, GPR35 antagonists -3%, GPR55 activation 0.0%, GPR55 LPI antagonism 22%, Large T inhibition 16%, LYP inhibition -4%, NTR1 agonist 0.0, MgcRacGAP inhibition 2%, T cell modulator inactive, Hep lipid drop cells 6.5 µM 726, T cell modulator vesicle-bound % 15 and NTR1 agonist cell count 20 µM 95.
Cc1cc2ncn(S(=O)(=O)N3CCCCC3)c2cc1C was read as Hep lipid drop 8, GPR35 antagonists 4%, GPR55 activation -0.2%, GPR55 LPI antagonism -16%, Large T inhibition 7%, LYP inhibition 3%, NTR1 agonist 3.0, MgcRacGAP inhibition 4%, T cell modulator inactive, Hep lipid drop cells 6.5 µM 717, T cell modulator vesicle-bound % 14 and NTR1 agonist cell count 20 µM 56.
`O=C(Oc1ccc([N+](=O)[O-])cc1)c1ccc2ccccc2n1` gave Hep lipid drop -5, GPR35 antagonists 9%, GPR55 activation 1.2%, GPR55 LPI antagonism -11%, Large T inhibition 0%, LYP inhibition 4%, NTR1 agonist 2.0, MgcRacGAP inhibition 1%, T cell modulator inactive, Hep lipid drop cells 6.5 µM 612, T cell modulator vesicle-bound % 28 and NTR1 agonist cell count 20 µM 64.
`Nc1ccccc1C#Cc1ccc([N+](=O)[O-])cc1` gave Large T inhibition 13%, NTR1 agonist 1.7, MgcRacGAP inhibition -9%, T cell modulator inactive, T cell modulator vesicle-bound % 60 and NTR1 agonist cell count 20 µM 59.
For O=C(N/N=C/c1ccoc1)c1ccc(Br)cc1 the results were Hep lipid drop 4, GPR35 antagonists -10%, GPR55 activation -0.1%, GPR55 LPI antagonism 11%, Large T inhibition 28%, LYP inhibition -5%, NTR1 agonist -0.9, MgcRacGAP inhibition 10%, T cell modulator inactive, Hep lipid drop cells 6.5 µM 818, T cell modulator vesicle-bound % 61 and NTR1 agonist cell count 20 µM 70.
`O=C(c1ccc2nsnc2c1)N1CCN(c2ccc([N+](=O)[O-])cc2)CC1` gave Hep lipid drop 0, GPR35 antagonists 4%, GPR55 activation 0.2%, GPR55 LPI antagonism 6%, Large T inhibition inconclusive, LYP inhibition -9%, NTR1 agonist -0.7, MgcRacGAP inhibition 11%, T cell modulator inactive, Hep lipid drop cells 6.5 µM 742, T cell modulator vesicle-bound % 67 and NTR1 agonist cell count 20 µM 65.
`C/C(=N/NC(=O)C1CCCC1)c1ccc(NC(=O)C(F)(F)F)cc1` gave Hep lipid drop 12, GPR35 antagonists 3%, GPR55 activation 0.4%, GPR55 LPI antagonism 2%, Large T inhibition 7%, LYP inhibition 3%, NTR1 agonist -0.4, MgcRacGAP inhibition 8%, T cell modulator inactive, Hep lipid drop cells 6.5 µM 686, T cell modulator vesicle-bound % 14 and NTR1 agonist cell count 20 µM 54.
COC(=O)Cc1cnc(NC(=O)C2C3CCC(C3)C2C(=O)O)s1 (stereo not given) was read as Hep lipid drop 12, GPR35 antagonists -6%, GPR55 activation 0.0%, GPR55 LPI antagonism -9%, Large T inhibition 5%, LYP inhibition -6%, NTR1 agonist -1.6, MgcRacGAP inhibition 7%, T cell modulator inactive, Hep lipid drop cells 6.5 µM 742, T cell modulator vesicle-bound % 43 and NTR1 agonist cell count 20 µM 110.
For O=C(NCCN1CCNC1=O)C1CCC(=O)N(CCc2ccc(Cl)cc2)C1 (stereo not given) the results were Hep lipid drop -1, GPR35 antagonists -18%, GPR55 activation -0.2%, GPR55 LPI antagonism -2%, LYP inhibition -10%, NTR1 agonist 0.6, MgcRacGAP inhibition 0%, Hep lipid drop cells 6.5 µM 716 and NTR1 agonist cell count 20 µM 69.
Cc1[nH]n(-c2ccc(F)cc2)c(=O)c1C=Nc1ccc(S(=O)(=O)N(C)C)cc1 was read as Hep lipid drop -3, GPR35 antagonists 6%, GPR55 activation -0.1%, GPR55 LPI antagonism -11%, Large T inhibition 1%, LYP inhibition 0%, NTR1 agonist 5.4, MgcRacGAP inhibition 10%, T cell modulator inactive, Hep lipid drop cells 6.5 µM 640, T cell modulator vesicle-bound % 49 and NTR1 agonist cell count 20 µM 56.
Screening CC(=O)c1ccc(N2CCN(S(=O)(=O)c3ccc4c(c3)CC(C)N4C(=O)C3CC3)CC2)cc1 (stereo not given) returned Hep lipid drop -31, GPR35 antagonists 18%, GPR55 activation 0.0%, GPR55 LPI antagonism -8%, Large T inhibition 1%, LYP inhibition -1%, NTR1 agonist 1.5, MgcRacGAP inhibition 17%, T cell modulator inactive, Hep lipid drop cells 6.5 µM 703, T cell modulator vesicle-bound % 64 and NTR1 agonist cell count 20 µM 64.
Screening COc1ccc(C)cc1N(CC(N)=O)S(=O)(=O)c1ccc(C)cc1 returned GPR35 antagonists 1%, GPR55 activation 0.3%, GPR55 LPI antagonism -6%, Large T inhibition 2%, LYP inhibition 2%, NTR1 agonist 0.2, MgcRacGAP inhibition -4%, T cell modulator inactive, T cell modulator vesicle-bound % 37 and NTR1 agonist cell count 20 µM 76.
`Cc1ccc2nc(SCC(=O)Nc3ncccn3)[nH]c2c1` gave Hep lipid drop -5, GPR35 antagonists 7%, GPR55 activation -0.1%, GPR55 LPI antagonism 2%, Large T inhibition 10%, LYP inhibition -3%, NTR1 agonist 1.4, MgcRacGAP inhibition 18%, T cell modulator inactive, Hep lipid drop cells 6.5 µM 673, T cell modulator vesicle-bound % 6 and NTR1 agonist cell count 20 µM 63.
CCCN(CCC)CCNC(=O)c1cc2c(=O)n(CC)c3ccccc3c2s1 was read as Hep lipid drop 9, GPR35 antagonists -16%, GPR55 activation -0.2%, GPR55 LPI antagonism -4%, Large T inhibition 21%, LYP inhibition -8%, NTR1 agonist 3.0, MgcRacGAP inhibition 16%, T cell modulator inactive, Hep lipid drop cells 6.5 µM 684, T cell modulator vesicle-bound % 31 and NTR1 agonist cell count 20 µM 52.
For CC(C)c1nc2c(c(=O)c3ccccc3n2C)c(=O)n1CCc1ccccc1 the results were Hep lipid drop -15, GPR35 antagonists -17%, GPR55 activation -0.2%, GPR55 LPI antagonism 6%, Large T inhibition 17%, LYP inhibition 0%, NTR1 agonist 10, T cell modulator inactive, Hep lipid drop cells 6.5 µM 654, T cell modulator vesicle-bound % 26 and NTR1 agonist cell count 20 µM 59.
COc1ccc2[nH]c3ccccc3c2c1 was read as GPR35 antagonists -6%, GPR55 activation -0.1%, GPR55 LPI antagonism 2%, Large T inhibition 11%, LYP inhibition -5%, NTR1 agonist 0.7, MgcRacGAP inhibition 12%, T cell modulator inactive, T cell modulator vesicle-bound % 33 and NTR1 agonist cell count 20 µM 42.
O=C(Oc1cc(Cl)ccc1Cl)c1ccc(N2CCOCC2)c([N+](=O)[O-])c1 was read as Hep lipid drop -1, GPR35 antagonists 16%, GPR55 activation -0.3%, GPR55 LPI antagonism 11%, Large T inhibition 5%, LYP inhibition 0%, NTR1 agonist 8.0, MgcRacGAP inhibition 13%, T cell modulator inactive, Hep lipid drop cells 6.5 µM 757, T cell modulator vesicle-bound % 23 and NTR1 agonist cell count 20 µM 47.
CSC(=O)NC(=O)NC(=O)c1ccc([N+](=O)[O-])cc1 was read as Hep lipid drop -4, GPR35 antagonists 11%, GPR55 activation -0.1%, GPR55 LPI antagonism 16%, Large T inhibition 4%, LYP inhibition -6%, NTR1 agonist -1.2, MgcRacGAP inhibition -1%, Hep lipid drop cells 6.5 µM 617 and NTR1 agonist cell count 20 µM 106.
O=C(O)CCc1ccc(-c2ccccc2)n1NC(=O)c1sc2ccccc2c1Cl was read as Hep lipid drop -2, GPR35 antagonists -5%, GPR55 activation -0.1%, GPR55 LPI antagonism -4%, Large T inhibition 11%, LYP inhibition 2%, NTR1 agonist -0.7, MgcRacGAP inhibition 7%, T cell modulator inactive, Hep lipid drop cells 6.5 µM 788, T cell modulator vesicle-bound % 36 and NTR1 agonist cell count 20 µM 87.
CCOC(=O)c1cccc(NC(=O)COc2nsnc2N2CCOCC2)c1 was read as Hep lipid drop -3, GPR35 antagonists -4%, GPR55 activation inconclusive, GPR55 LPI antagonism -4%, Large T inhibition 5%, LYP inhibition -6%, NTR1 agonist 0.0, MgcRacGAP inhibition -1%, T cell modulator inactive, Hep lipid drop cells 6.5 µM 791, T cell modulator vesicle-bound % 26 and NTR1 agonist cell count 20 µM 38.

Source: PubChem (several laboratories)
